Source: PubChem
proCasp7 act – counter-screen: procaspase-7 (human) activation | P55210 | recombinant procaspase-7, Ac-DEVD-pNA absorbance 405 nm; D23A/D198A/D206A triple mutant, cannot self-cleave; scale: DMSO 0, 5 µM enzyme 100 | activation, % at 8.5 µM | actives 0.093% (n = 330,000);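 active means percent activation above the screen-wide mean plus 3 SD, cut at about 25% in these data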
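Detection: p-Nitroaniline absorbance at 405 nm, read at 0 and 120 min; system: Uncleavable procaspase-7 mutant enzyme; evaluation: % activation from two-timepoint absorbance difference, scaled to controls; times: 1 h enzyme–compound preincubation and 2 h substrate reaction, both 25 °C; buffer or medium: Zinc-free HEPES pH 7.4 with 300 mM NaCl, 0.01% Triton X-100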
GASC-1 inh – inhibitors of human GASC-1 (JMJD2C) demethylase. Q9H3R0. GST-JMJD2C(1-420) H3K9me3 demethylation, DELFIA europium. inhibition, % at 2.35 µM. actives 0.069% (n = 330,000). AID 2099;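 active means more than half of a compound's replicate wells show inhibition beyond 50%, single wells judged on their own value; inconclusive means some, but no more than half, of replicates pass 50% inhibition; inactive means no replicate passes 50% inhibition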;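 further: signal counts dimethyl H3K9 product captured on neutravidin plate; 0% = median of DMSO wells and 100% = 0.3 times that DMSO median; strong numbers were not always called active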
TPT1 inhibitor – blocks Candida albicans tRNA 2'-phosphotransferase | recombinant caTPT1, FP RNA substrate dephosphorylation | inhibition, % at 5 µM | actives 0.81% (n = 300,000);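 active means inhibition above the mean of all tested compounds plus 3 SD, set per screening campaign, cut at about 24% in these data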;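 further: plate controls were DMSO alone for no effect and ferristatin control at 100 nM for full effect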
Efflux pump inh – inhibitors of Candida antifungal efflux pumps expressed in yeast; S. cerevisiae Candida pump triplex, Nile Red efflux; inhibition, % at 10 µM; actives 0.44% (n = 330,000); AID 485275;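 active means plate passing quality check with inhibition over a set limit, or well fluorescence over plate mean plus 4 SD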;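 further: Nile Red retained in pooled yeast measured as flow cytometry median fluorescence; 0% = buffer negative control and 100% = Enniatin B positive control; higher means more Nile Red kept so more efflux inhibition; some compounds called inactive have numbers as strong as hits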
core dimer inh – HCV core protein dimerization inhibition; AID 1899; actives 0.33% (n = 300,000); TR-FRET GST/Flag-core106 dimerization, 1536-well; inhibition, % at 5 µM;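 active means inhibition above the mean of all tested compounds plus 3 SD, set per screening campaign, cut at about 45% in these data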
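Assay system: Tagged HCV core106 pair (GST and Flag) | Buffer or medium: KF-containing HEPES buffer, pH 7.45, DTT, CHAPS, BSA | Also added: Eu donor and XL665 acceptor anti-tag antibodies | Dosing: One concentration, 5 µM, in 0.5% DMSO | Timing: 4 h at 22.5 °C | Technique: TR-FRET 671 and 617 nm emission | Repeats: Singlicate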
PP1 inh – blocks human PP1-alpha phosphatase, a PP5 counter-screen; P62136; purified PP1alpha, OMFP fluorescence; inhibition, % at 6.7 µM; actives 0.9% (n = 320,000);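 active means inhibition above the mean inhibition of all tested compounds plus 3 SD, computed separately for each screening campaign, cut at about 15% in these data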
Target sequence (P62136 whole entry, looked up): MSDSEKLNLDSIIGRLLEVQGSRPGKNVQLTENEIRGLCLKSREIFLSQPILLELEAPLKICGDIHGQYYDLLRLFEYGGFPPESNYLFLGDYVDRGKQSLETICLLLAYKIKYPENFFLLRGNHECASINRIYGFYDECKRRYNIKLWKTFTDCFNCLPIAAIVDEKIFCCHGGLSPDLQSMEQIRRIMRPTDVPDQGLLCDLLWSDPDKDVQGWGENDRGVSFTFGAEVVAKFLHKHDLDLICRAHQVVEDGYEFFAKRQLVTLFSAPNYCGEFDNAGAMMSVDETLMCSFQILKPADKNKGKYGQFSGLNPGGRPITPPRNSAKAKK
procasp3 activ – procaspase-3 (human) activation. P42574. recombinant procaspase-3 D3A, Ac-DEVD-pNA absorbance 405 nm. activation, % at 8.5 µM. actives 0.11% (n = 330,000). AID 463141;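 active means activation above the mean of all tested compounds plus 3 SD, cut at about 21% in these data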;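 further: 0% = DMSO alone and 100% = DMSO wells spiked with extra 5 µM PC-3 D3A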
Target sequence (P42574 whole entry D9A/D28A/D175A): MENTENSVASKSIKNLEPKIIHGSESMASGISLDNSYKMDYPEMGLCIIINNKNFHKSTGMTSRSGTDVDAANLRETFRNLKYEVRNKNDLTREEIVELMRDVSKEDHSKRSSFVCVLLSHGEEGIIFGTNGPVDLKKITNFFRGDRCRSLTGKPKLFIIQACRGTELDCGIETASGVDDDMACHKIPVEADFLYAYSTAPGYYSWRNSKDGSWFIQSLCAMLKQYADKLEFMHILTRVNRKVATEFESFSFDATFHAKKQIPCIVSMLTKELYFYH
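material = Procaspase-3 D3A mutant | probe or stimulus = Ac-DEVD-pNA | compound = single dose, 8.5 µM nominal compound, 0.8% DMSO | timing = 1 h preincubation, 2 h reaction | measured by = 405 nm absorbance of p-nitroaniline, reads at 0 and 120 min | benchmarks = DMSO-only low control, 5 µM PC-3 D3A high control | repeats = singlicate, each compound tested once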
CTSL1 counter – blocks F. hepatica cathepsin L1 in PFM18AAP counter-screen; recombinant F. hepatica cathepsin L1, Z-Leu-Arg-MCA fluorescence; inhibition, % at 5.96 µM; actives 0.49% (n = 300,000);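 active means inhibition above the mean of all tested compounds plus 3 SD, set per screening campaign, cut at about 17% in these data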;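 further: 0% = plate median of test compound wells and 100% = 1 µM Z-Phe-Ala-diazomethylketone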
PP5 inh – PP5 (human) phosphatase inhibition; P53041; purified PP5c, OMFP substrate fluorescence; inhibition, % at 6.7 µM; actives 0.18% (n = 320,000);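 active means inhibition above the campaign's mean inhibition across all tested compounds plus 3 SD, cut at about 9.5% in these data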;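 further: 0% = DMSO only and 100% = 100 µM cantharidin control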
Target sequence (P53041 whole entry, looked up): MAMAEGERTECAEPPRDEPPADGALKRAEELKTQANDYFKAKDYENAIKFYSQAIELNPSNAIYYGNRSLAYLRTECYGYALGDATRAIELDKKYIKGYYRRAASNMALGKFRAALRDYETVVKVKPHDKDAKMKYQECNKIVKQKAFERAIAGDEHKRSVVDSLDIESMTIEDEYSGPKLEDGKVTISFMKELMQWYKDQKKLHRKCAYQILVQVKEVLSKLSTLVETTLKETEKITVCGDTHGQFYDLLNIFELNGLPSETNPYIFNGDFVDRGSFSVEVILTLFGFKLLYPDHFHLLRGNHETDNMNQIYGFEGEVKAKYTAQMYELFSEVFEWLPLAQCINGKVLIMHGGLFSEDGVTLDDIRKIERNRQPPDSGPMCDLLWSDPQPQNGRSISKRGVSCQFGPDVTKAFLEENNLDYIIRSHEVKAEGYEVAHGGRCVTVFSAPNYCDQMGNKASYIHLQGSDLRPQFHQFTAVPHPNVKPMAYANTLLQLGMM
Starred values were filed as active, the others as inactive; ? = inconclusive; . = not tested or not shown; & = joins results of further samples.

SMILES	proCasp7 act	GASC-1 inh	TPT1 inhibitor	Efflux pump inh	core dimer inh	PP1 inh	procasp3 activ	CTSL1 counter	PP5 inh
O=C(CSc1nc(O)c(Cc2ccccc2)c(=O)[nH]1)Nc1ccccc1	-3	3	2	-0.1	-2	0	3	-2	1.7
CCOc1ccc(C(=O)NCC(=O)N2CCc3ccccc3C2)cc1OCC	13	-2	2	0.0	-2	-6	-4	-5	-2.2
C/C=C1\COC(C(=O)NCc2ccccc2)(C(F)(F)F)C=C1C=C1CCCCC1 (stereo not given)	2	6	-2	-0.1	6	-1	3	-6	2.1
Cc1cc(=O)oc2c(C)c(OC(C)C(=O)NCCN3CCOCC3)ccc12 (stereo not given)	15	-20	-3	-0.1	2	3	1	3	0.3
COc1cc(NC(=O)COc2ccc(-n3cnnn3)cc2)cc(OC)c1OC	-5	-6	.	0.0	.	.	1	.	.
COc1cc(NC(=O)CN2C(=O)C(=O)N(C3CCCC3)C2=O)cc(OC)c1	4	6	.	0.1	.	0	5	.	2.3
CC(C)CNC(=O)C(=O)NN=C1CCCCCC1	6	13	-1	-0.1	-8	1	3	-1	-1.7
COc1ccc(-c2nnc(SCC(=O)Nc3ccc(C)cc3)n2C)cc1	0	-4	-3	0.1	0	2	4	-1	2.3
O=C(CN1C(=O)NC2(CCCC2)C1=O)NCc1ccc(Cl)cc1	1	-11	.	-0.2	.	.	2	.	.
COc1ccc(C)cc1NC(=O)CNC(C)C(=O)Nc1cc(Cl)ccc1Cl (stereo not given)	1	-14	0	0.2	1	-2	-1	-2	-0.1
CC(=O)c1ccc(OCC(=O)Nc2c(C)nn(-c3ccccc3)c2C)cc1	-1	6	0	0.0	1	-4	-10	0	0.6
O=C(Cn1c(=O)oc2ccccc21)Nc1ccc(Cl)cc1	-2	-16	-3	0.1	-11	-2	1	1	3.5
Cc1ccc(C(=O)Nc2nnc(-c3ccco3)o2)cc1	3	-5	-1	-1.5	0	-2	4	0	1.3
Cn1c(SCc2ccccc2)nc2ccsc2c1=O	7	-35	-2	0.0	1	-1	-7	3	1.0
COc1cccc2[nH]c3ccccc3c(=O)c12	-1	2	5	-0.1	4	-3	-4	2	0.7

Overlap with the part before: 3 compounds, followed by the next part.
SMILES	proCasp7 act	GASC-1 inh	TPT1 inhibitor	Efflux pump inh	core dimer inh	PP1 inh	procasp3 activ	CTSL1 counter	PP5 inh
Cc1ccc(C(=O)Nc2nnc(-c3ccco3)o2)cc1	3	-5	-1	-1.5	0	-2	4	0	1.3
Cn1c(SCc2ccccc2)nc2ccsc2c1=O	7	-35	-2	0.0	1	-1	-7	3	1.0
COc1cccc2[nH]c3ccccc3c(=O)c12	-1	2	5	-0.1	4	-3	-4	2	0.7
CCCCn1c(-c2ccoc2C)n[nH]c1=S	-15	10	-1	0.0	-2	-2	-9	1	-0.8
O=C(Nc1cc([N+](=O)[O-])ccc1C(=O)Nc1cccnc1)c1ccccc1	4	17	-2	-0.1	3	0	0	3	2.3
CCOc1ccc(C=NNC(=O)c2ccc(-n3cnnn3)cc2)cc1	-5	1	.	0.0	.	.	6	.	.
Cc1cc2oc(=O)cc(CN(C)Cc3ccccc3)c2cc1C(C)C	9	0	-3	-0.1	-4	5	9	4	2.6
CCC(C)(C(=O)NC1CCCC1)N(C(=O)CNC(=O)c1ccccc1)c1c(C)n(C)n(-c2ccccc2)c1=O (stereo not given)	-6	-1	-2	0.0	2	-4	5	1	-0.4
CNC(=O)OCc1cccc(COC(=O)NC)n1	-5	6	-3	0.0	0	-1	-8	3	1.2
CCc1cc2cc(C(=O)Nc3ccc(C)cc3)sc2s1	3	11	2	-0.1	52*	-1	10	1	0.1
COCCNC(=O)Cn1c(=O)n(CCC(=O)NCCc2ccccc2)c(=O)c2ccccc21	3	-7	-2	0.1	0	0	2	-1	-1.4
CC(Sc1nnc(C(F)(F)F)n1C)C(=O)Nc1ccc(S(N)(=O)=O)cc1 (stereo not given)	15	2	1	0.0	-3	1	4	0	-1.2
O=C(O)c1cc(C2CC2)nc2ccccc12	-2	?	-1	0.1	-16	9	-7	-10	-3.1
Cc1ccc(NC(=O)COc2ccccc2C=O)cc1Cl	9	7	-1	0.2	8	4	3	2	2.2
COC(=O)c1ccc(CNC(=O)COc2ccccc2Br)o1	15	1	1	0.0	-2	-3	-9	-4	1.4
CCN1C(=O)C(CC(=O)Nc2ccc(OC)cc2)N(CCc2ccc(F)cc2)C1=S (stereo not given)	7	-5	2	-0.1	3	1	-2	1	4.5
C=CCN(CC=C)S(=O)(=O)c1ccc(NC(=S)NC(=O)c2ccco2)cc1	-15	11	0	0.1	2	7	-7	-4	3.5
CCN(C(=O)COC(=O)CC1CCCCC1)c1c(N)n(Cc2ccccc2)c(=O)[nH]c1=O	-1	-14	.	-0.1	.	1	4	.	0.9
CCOc1ccc(C(=O)c2ccc([N+](=O)[O-])cc2Cl)cc1	-3	-18	1	0.2	0	1	0	7	2.3
COc1ccc(C(=O)Nc2ccc3c(c2)nc(CCNC(C)=O)n3C)cc1	1	-4	-1	-0.1	-1	0	3	-1	-0.3
COC(=O)C1=C(N)OC2=C(C(=O)CC(C)(C)C2)C1c1ccoc1 (stereo not given)	1	2	-3	0.0	0	4	3	4	0.3
O=C(/C=C/c1cccc([N+](=O)[O-])c1)NCc1ccccc1	0	-5	-2	0.1	3	-4	4	-2	-0.3
COC(=O)CN(c1ccc2c(c1)OCCO2)S(=O)(=O)c1ccccc1	11	-17	1	0.1	-2	-2	-5	-3	0.6
CC(Cl)C(=O)c1c(N)n(C)c(=O)n(C)c1=O (stereo not given)	6	-4	0	0.1	-3	-7	-4	-3	4.0
Cc1ccccc1-n1nnnc1SCc1ncc(-c2ccccc2)o1	-2	0	-1	0.1	4	1	1	2	0.8
Cc1cccc(C)c1OCCNC(=O)C(=O)NCc1ccco1	-13	17	6	0.1	-10	-5	0	-7	-1.1
Cc1c(C#N)c(O)[nH]c(=O)c1N=Nc1ccc(Br)cc1C(=O)O	-4	1	29*	-0.1	3	0	5	1	0.9
Brc1ccc(OCCn2ccnc2)cc1	-6	-2	-2	0.1	-16	0	0	2	2.8
CN(CC(=O)Nc1ccc(F)c(Cl)c1)S(=O)(=O)c1cccc2nsnc12	0	0	0	0.6	1	-2	4	5	4.2
CCOc1ccccc1NC(=O)CCNC(=O)c1ccc(Cl)cc1	0	.	2	-0.1	-2	0	5	5	0.0
OCC1(CCOc2ccccc2)CCN(Cc2ccc3cccc(F)c3n2)CC1	1	.	-2	-0.1	-2	-1	2	-2	2.3
CC1(C)CC(=O)C2=C(C1)N(c1ccc(F)cc1)C(=O)CC2c1ccsc1 (stereo not given)	-1	17	-2	0.3	-6	-5	-2	2	-1.1
Cc1ccc(N2CCN(C(=O)c3ccccc3Br)CC2)c(C)c1	1	10	1	0.0	22	4	4	3	5.4

3 compounds out of the list above, ordered by their value in GASC-1 inh, ascending.
canonical_smiles	GASC-1 inh
COC(=O)CN(c1ccc2c(c1)OCCO2)S(=O)(=O)c1ccccc1	-17
O=C(/C=C/c1cccc([N+](=O)[O-])c1)NCc1ccccc1	-5
CC1(C)CC(=O)C2=C(C1)N(c1ccc(F)cc1)C(=O)CC2c1ccsc1 (stereo not given)	17

The listing continues.
SMILES	proCasp7 act	GASC-1 inh	TPT1 inhibitor	Efflux pump inh	core dimer inh	PP1 inh	procasp3 activ	CTSL1 counter	PP5 inh
CCc1ccc(NC(=O)c2sc3nc(C)nc(N4CCN(c5ccccn5)CC4)c3c2C)cc1	-5	-1	-1	1.1	19	15	0	1	4.1
CN1C[C@@H]2C(c3ccc(C(F)(F)F)cc3)C3(c4ccc(C#N)cc4)CC2(C3)[C@H]1c1ccccc1 (stereo not given in full)	3	1	-4	0.1	1	3	17	-1	6.0
CC1CCCCC1NC(=O)COC(=O)c1ccc2ccccc2n1 (stereo not given)	5	-24	2	-0.2	0	-3	0	-2	-1.6
Cc1cc(-c2nnc(CCC(=O)N(C)CCc3ccccc3)o2)no1	-5	-8	1	0.2	5	-9	-6	-4	-0.4
CN(Cc1ccccc1)C(=O)c1nc2ccccn2c1CNCCCOc1cccnc1	13	-1	2	0.1	0	-2	0	-2	4.2
Cc1ccccc1NC(=O)c1ccc2c(c1)C(=O)N(CC(C)C)C2=O	1	9	2	0.1	-8	-3	-3	-3	-1.2
CC(C(=O)Nc1ccc(S(=O)(=O)N2CCCC2)cc1)N1CCc2ccccc2C1 (stereo not given)	-1	-2	.	0.3	.	1	2	.	3.6
CCn1c(CN2CCN(Cc3ccc(C)cc3)C(CCO)C2)nc2ccccc21 (stereo not given)	1	4	5	-0.3	-3	-3	-8	0	-0.5
CCN(CC)CCNC(=O)c1ccc(Sc2ccc(Cl)cc2)c(NC(C)=O)c1	0	-1	2	0.1	-3	5	-13	-4	-1.7
CC(C)C(=O)Nc1ccc(Cl)cc1-c1nc2ccccc2[nH]c1=O	6	6	4	-0.1	2	1	-5	4	1.3
Cc1ccc(NC(=O)CSc2nc3c(cc2C#N)C(=O)CCC3)cc1S(=O)(=O)N(C)C	2	0	2	-0.6	-4	0	5	2	1.2
COc1cccc(OCC(O)CN2CCN(c3ccccc3)CC2)c1 (stereo not given)	-3&5	-5&13	1&-2	-0.1&-0.2	-1&10	0&-2	-4&3	-6&0	0.7&-1.7
COc1ccccc1C(=O)CSc1nnc(-c2ccco2)o1	0	-6	1	0.0	-2	-3	10	-8	-1.1
C#CCn1c(S(=O)(=O)Cc2ccccc2Cl)nc(-c2ccccc2)c1-c1ccccc1	-5	6	3	0.3	9	2	-1	-5	1.7
COCC(C)NC(=O)c1ccc(CN2CCc3ccccc3C2)cc1 (stereo not given)	-5	-2	0	0.1	-7	-6	-1	-2	1.6
Fc1cccc(Cn2cc(C(=S)N3CCCCC3)c3ccccc32)c1	-5	0	-3	0.0	14	2	-4	4	1.1
Cc1ccc(NC(=O)CN2CCC(Cc3ccccc3)CC2)cc1S(=O)(=O)N(C)C	7	15	1	0.0	-1	3	5	-2	3.0
O=C(O)c1ccccc1-c1ccccc1C(=O)NCc1cccc(C(F)(F)F)c1	6	-10	0	-0.3	9	0	6	5	-0.8
COc1ccc(/C=N/NC(=O)c2ccn[nH]2)cc1COc1ccc(F)cc1	1	-3	1	0.1	2	2	2	-2	-0.2
CCCN(C(=O)c1cccc(-n2cccc2)c1)c1c(N)n(Cc2ccccc2)c(=O)[nH]c1=O	8	11	-1	-0.1	42	2	-6	0	-0.7
CCCOc1cccc(C2C(C(=O)c3ccc(C)o3)=C(O)C(=O)N2CCN2CCOCC2)c1 (stereo not given)	-38	-2	-3	0.1	1	6	-2	3	-0.1
